From PubChem BioAssay
M17LAP inhibition = P. falciparum M17LAP inhibitors, primary screen, biochemical, fluorogenic H-Leu-NHMec substrate, 1536-well (AID 1619). inhibition, % at 30 µM; hits with a dose series show IC50 in µM. recombinant M17LAP, H-Leu-NHMec fluorogenic kinetic assay; higher % means a stronger effect. 0.38% of 220,000 active;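 active means compound inhibiting the enzyme by more than half at any dose during confirmatory dose-response retesting; inconclusive means strong single-dose inhibitors picked by rank but not retested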;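 further: plate controls were full reaction with DMSO carrier for no effect and no enzyme background for full effect; strong numbers were not always called active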
M1AAP inhibition = P. falciparum M1AAP inhibitors, biochemical, fluorogenic H-Leu-NHMec substrate, 1536-well (AID 1445). recombinant M1AAP, H-Leu-NHMec fluorogenic kinetic assay; higher % means a stronger effect. inhibition, % at 30 µM, or IC50 in µM where a hit was titrated. 0.42% of 220,000 active;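 active means primary inhibition above the hit cutoff, then over 50% inhibition at one or more dose response concentrations, cut at about 23% in these data, passing the limit was not always enough; inconclusive means conflicting primary data, or primary hits not chosen for dose response; inactive means low primary inhibition, or under 50% at every dose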;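 further: plate controls were DMSO full reaction for no effect and no enzyme background for full effect; strong numbers were not always called active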
Yfh1-off respiration = enhancers of respiration in Yfh1-depleted yeast, dose response, Friedreich's ataxia, plus single-dose screen (AID 1465); S. cerevisiae Yfh1-off respiration, WST-1 reduction, 72 h; higher fold induction means a stronger effect; one-dose fold induction at 50 µM; EC50 in µM for titrated hits; 0.074% of 220,000 active;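 active means fold induction of absorbance versus untreated yeast above a set limit, then at least 30% activation at any dose in follow-up; inconclusive means repeats straddling the limit, or above it without dose testing; inactive means fold induction below the set limit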;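 further: activators that raise dye reduction in frataxin-depleted yeast; strong numbers were not always called active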
XIAP displacement = XIAP antagonists, biochemical, IAP family, fluorescence polarization (AID 1018). XIAP BIR domain, fluorescence polarization peptide displacement; higher % means a stronger effect. one-dose displacement, % at 20 µM; IC50 in µM for titrated hits. 0.007% of 200,000 active; in the data active means displacement above about 50%; further: a part of the inactive calls stands beside numbers as strong as those of hits
Salmonella PhoP GFP = PhoP-dependent GFP reporter repression – Salmonella Typhimurium, primary screen (AID 1863); S. Typhimurium PhoP-regulated promoter GFP reporter, 4 h; higher % means a stronger effect; inhibition, % at 50 µM; hits with a dose series show IC50 in µM; 0.16% of 300,000 active;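 active means inhibition over 29.93%, a cutoff 3 SD above the screen mean, later confirmed by dose response; inconclusive means inhibition over 29.93% but no dose response follow-up; inactive means inhibition at most 29.93% or unconfirmed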;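 further: 0% = low Mg2+ inducing control and 100% = high Mg2+ repressing control; strong numbers were not always called active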
West Nile virus CPE = inhibition of WNV-induced cytopathic effect – cell-based, CPE readout (AID 1621); West Nile virus-infected cells, CPE inhibition; higher % means a stronger effect; one-dose CPE inhibition, % at 10 µM; IC50 in µM for titrated hits; 0.02% of 290,000 active; in the data active means a potency from the dose series; inconclusive means CPE inhibition mostly from about 3.7% at the one dose, without a potency; inactive means the rest, 99 in 100 with CPE inhibition below about 2.2%; further: strong numbers were not always called active
CSM14.1 death rescue = rescue of cells from ER stress-induced death, primary screen, 384-well, CSM14.1, thapsigargin, ATP luminescence (AID 1222); cellular ATP content (survival), % at 20 µM; hits with a dose series show EC50 in µM; 190,000 tested, under 10 active; CSM14.1 thapsigargin-induced death rescue, ATP luminescence; higher % means a stronger effect;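 active means EC50 below 50 µM in the dose-response confirmation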;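 further: death triggered by thapsigargin at about 15 µM added after 2 h compound pretreatment; cell ATP read after overnight thapsigargin exposure of roughly 18 to 22 hours; normalized against plate controls of thapsigargin alone and 5% DMSO vehicle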
Siah-1 displacement = blockers of Siah-1 interaction with plectin peptide – biochemical, fluorescence polarization, rhodamine-plectin, uHTS, primary screen (AID 1817) | one-dose displacement, % at 20 µM; IC50 in µM for titrated hits | Siah-1 / rhodamine-plectin peptide fluorescence polarization; higher % means a stronger effect | 0.02% of 290,000 active;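 active means displacement of at least 50% at 20 µM, with a fluorescence ratio check between 0.3 and a set limit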;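 further: plate controls were Siah plus tracer with DMSO for no effect and tracer alone without Siah for full effect; strong numbers were not always called active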
PMI inhibition = MPI inhibition at elevated mannose 6-phosphate – biochemical, fluorescence intensity, high mannose 6-phosphate, primary screen (AID 1220). inhibition, % at 20 µM; hits with a dose series show IC50 in µM. recombinant PMI enzyme, coupled fluorescence intensity; higher % means a stronger effect. 0.66% of 190,000 active; in the data active means inhibition above about 50%
Starred values were filed as active, the others as inactive; i = inactive; ? = inconclusive; nt = not tested or not shown; & = joins results of further samples.

Start of the data: the first two entries, ahead of the listing:
SMILES | M17LAP inhibition | M1AAP inhibition | Yfh1-off respiration | XIAP displacement | Salmonella PhoP GFP | West Nile virus CPE | CSM14.1 death rescue | Siah-1 displacement | PMI inhibition
CCC(=O)NC(=S)Nc1ccc(NC(=O)c2cccc([N+](=O)[O-])c2C)cc1 | 1% | 3% | i | -1.8% | -10% | -2.2% | -1.6% | 12% | -6%
O=C1N(Cc2cccnc2)C[C@@H]2C[C@@H](c3ccccc3C(F)(F)F)N3CCC[C@@]123 | 9% | -4% | i | nt | -6% | -1.0% | nt | -2% | nt

The list itself, repeating the preview:
SMILES | M17LAP inhibition | M1AAP inhibition | Yfh1-off respiration | XIAP displacement | Salmonella PhoP GFP | West Nile virus CPE | CSM14.1 death rescue | Siah-1 displacement | PMI inhibition
CCC(=O)NC(=S)Nc1ccc(NC(=O)c2cccc([N+](=O)[O-])c2C)cc1 | 1% | 3% | i | -1.8% | -10% | -2.2% | -1.6% | 12% | -6%
O=C1N(Cc2cccnc2)C[C@@H]2C[C@@H](c3ccccc3C(F)(F)F)N3CCC[C@@]123 | 9% | -4% | i | nt | -6% | -1.0% | nt | -2% | nt
CCc1cccc(C)c1NC(=O)Cn1c(NCCO)nc2ccccc21 | 16% | 6% | i | -32% | -3% | -0.7% | -3.4% | -4% | 10%
CN(C)S(=O)(=O)c1cccc(C(=O)OCC(=O)c2c(N)n(C)c(=O)n(C)c2=O)c1 | -2% | 6% | i | -7.7% | -9% | -0.8% | -1.4% | -13% | -13%
Cc1nn(-c2cc(N3CCOCC3)ccc2N)c(=O)c2ccccc12 | -10% | 15% | i | -2.6% | 2% | 0.2% | -2.1% | 1% | 4%
Cc1nc2ccc(S(=O)(=O)NCC(=O)O)cc2s1 | 10% | 1% | i | -2.2% | 18% | 0.1% | -3.4% | 0% | -2%
CCOc1ccccc1CN1CCN(Cc2nc3c(s2)CCCC3)CC1CCO (stereo unspecified) | -11% | 4% | i | -0.9% | -6% | -0.7% | -0.9% | 0% | nt
CC(=O)Nc1ccc(S(=O)(=O)NC2(C(F)(F)F)C(=O)Nc3c2c(=O)[nH]c(=O)n3Cc2ccco2)cc1 (stereo unspecified) | 8% | 8% | i | -4.0% | 1% | 0.9% | -0.6% | -4% | -1%
CCCCNCCCOc1cc(Cl)ccc1Cl | 0% | 0% | nt | -6.4% | 18% | nt | 3.1% | -4% | -2%
CC(C)N1CCC(N2CCN(Cc3ccc(C#CC(C)(C)O)s3)CC2CCO)CC1 (stereo unspecified) | -6% | 0% | i | -4.3% | -4% | 0.0% | -1.0% | 7% | 12%
CN(C)S(=O)(=O)N1CCN(S(=O)(=O)c2ccccc2)CC1 | -2% | 1% | i | -2.9% | 2% | -0.5% | -2.9% | 3% | 1%
O=C1CC(c2ccccc2)=Nc2ccccc2N1 | 6% | -5% | i | -4.7% | 12% | 0.1% | 0.2% | 12% | -2%
COc1ccc(C(=O)COC(=O)c2ccco2)cc1 | -2% | 7% | i | -1.5% | -1% | 0.3% | nt | 5% | 16%
CCOC(=O)c1cccnc1NC(=O)c1ccccc1 | 2% | 8% | i | -3.0% | -21% | 0.5% | -1.1% | 7% | 2%
CCOC(=O)c1sc(NC(=O)CSc2ncn[nH]2)c(C#N)c1C | 73µM* | 8% | i | -5.6% | 2% | 1.4% | -1.9% | -2% | 0%
N#C/C(=C(/O)c1ccccc1F)c1nc2cc(C(F)(F)F)ccc2s1 | -1% | 12% | i | -5.3% | -11% | 0.5% | 0.1% | 4% | 16%
Cc1nnc(SC(C(=O)Nc2ccc(Cl)c([N+](=O)[O-])c2)c2ccccc2)[nH]c1=O (stereo unspecified) | 14% | 19% | i | -4.3% | -6% | -0.7% | -0.8% | 6% | -7%
CCc1ccc(-n2c(C)nc3cc(C(=O)NCc4cccnc4)ccc32)cc1 | 12% | 3% | i | -2.3% | -2% | 0.7% | 1.9% | 6% | 8%
Fc1ccc(/C=N/c2c(-c3ccc(F)cc3)nc3n2CCS3)cc1 | 6% | 17% | i | 1.3% | -2% | 0.3% | -1.4% | -1% | 2%
CCOC(=O)C1=C(c2ccccc2)NC(=O)NC1c1ccc(O)c(OCC)c1 (stereo unspecified) | 11% | 1% | i | -1.1% | 7% | 0.7% | 0.6% | 2% | 16%
Cc1noc(C)c1C(=O)Nc1nc(C23CC4CC(CC(C4)C2)C3)cs1 | -7% | 0% | i | -1.9% | 0% | 0.8% | -3.4% | -5% | 0%
COc1cccc2c1C(=O)c1c(O)c3c(c(O)c1C2=O)C[C@@](O)(C(=O)CO)C[C@@H]3O[C@H]1C[C@H](N)[C@H](O)[C@H](C)O1 | 47% | 16% | i | -4.5% | -92%&-138% | ? | -0.7% | 116% | 24%
COc1ccc2nc3ccccc3nc2c1NC(=O)c1ccccc1Cl | -2% | 6% | i | -5.2% | -41% | 0.0% | -2.3% | 2% | 52%*
CCCCn1cnc2c(c1=O)c1nc3ccccc3nc1n2Cc1ccc2c(c1)OCO2 | 5% | 4% | i | nt | -8% | -0.2% | nt | 1% | nt
O=C(CCc1nc(-c2ccccc2)no1)NC1CCCCC1 | 3% | -3% | i | -2.8% | 4% | -0.4% | -2.8% | -1% | 9%
CCOCCN1CCN(c2c(CC)c(C)nc3cc(-c4cc(OC)cc(OC)c4)nn23)CC1 | 0% | 12% | i | -3.1% | 2% | 1.4% | 0.5% | -1% | 2%
O=C(OCN1C(=O)c2ccccc2C1=O)c1ccccc1 | -8% | 3% | i | -7.6% | 9% | 0.3% | -1.9% | 2% | -3%
COc1cc(/C=C2/C(=O)N=C(N)N2C)cc(OC)c1OC | 23% | 3% | i | -5.8% | -24% | 0.2% | -0.3% | -5% | 4%
CCn1ccnc1CN(C)Cc1cn(-c2ccc(C)cc2)nc1-c1cccc(C)c1 | 5% | -4% | i | -14% | 2% | -1.9% | -0.4% | 2% | 13%
CCn1c(Cn2nnc(-c3ccccc3)n2)nnc1SCc1ccc(Cl)c(Cl)c1 | -3% | 2% | i | 2.0% | -5% | -0.6% | 1.0% | 3% | -31%
CCCNC(=O)COC(=O)c1cc(-c2ccc(OC)cc2)nc2ccccc12 | -3% | -1% | i | -5.2% | -3% | 0.5% | -0.3% | -2% | 2%
COc1cc(OC)c(OC)cc1CNCCSc1nnnn1C | nt | nt | i | 16% | nt | -0.6% | -2.0% | -1% | 25%
CC(OC(=O)c1ccc2c(=O)n3c(nc2c1)CCC3)C(N)=O (stereo unspecified) | 21% | 0% | i | -5.2% | 1% | 0.1% | -0.2% | -4% | 4%
CC(=O)c1ccc(NS(=O)(=O)c2ccc(CC(C)C)cc2)cc1 | 18% | 17% | i | -5.4% | 10% | -0.6% | -0.3% | -6% | 6%
COc1cccc(/C=c2\s/c(=C/C(=O)c3ccc(C)cc3)[nH]c2=O)c1OC | 8% | 0% | i | -3.7% | 17% | 0.5% | -2.1% | 9% | -3%
COCCn1c(C)cc(C(=O)COC(=O)c2cc3c(s2)CCC3)c1C | 4% | 4% | i | 0.1% | -2% | -0.8% | -1.3% | 40% | 6%
CCC1(C)Cc2c(sc3nnn(CC(=O)Nc4ccccc4C)c(=O)c23)CO1 (stereo unspecified) | 5% | -3% | i | -23% | -4% | -0.8% | -2.0% | 3% | 0%
Fc1ccc(N/N=C/c2ccc(N3CCOCC3)cc2)c(F)c1 | 3% | 5% | i | -3.0% | 5% | -0.4% | -1.9% | 1% | -118%
Cc1cccc(NS(=O)(=O)c2ccc(Br)s2)n1 | 13% | 1% | i | 0.0% | 1% | -0.2% | -0.9% | 2% | -4%
CCCc1cc(C(=O)NCc2ccc(OC)cc2)no1 | 4% | 7% | i | -1.4% | 4% | -0.1% | 0.5% | -2% | 7%
CCC(C)c1ccccc1NC(=O)C(C)NCCN(C)C (stereo unspecified) | -1% | 0% | i | nt | -7% | 0.4% | nt | 9% | nt
CCOc1ccc(/C=C2\SC(=S)N(NC(=O)c3ccncc3)C2=O)cc1OC | 18% | 10% | i | nt | -6% | 0.1% | nt | -3% | nt
Cc1ccc(N2CC(C(=O)NCCC(C)C)CC2=O)cc1 (stereo unspecified) | -8% | 5% | i | -2.8% | -4% | -0.2% | -0.3% | 2% | 8%
CC(C)c1ccc(NC(=O)C[n+]2ccn(C3=C([O-])c4ccccc4C3=O)c2)cc1 | -2% | 4% | i | -3.3% | -3% | -0.7% | -0.4% | 2% | 34%
CN(C)S(=O)(=O)c1ccc(NC(=O)c2ccc([N+](=O)[O-])cc2)cc1 | 22% | 1% | i | nt | 3% | 0.0% | nt | -5% | nt
O=[N+]([O-])c1cc(C(F)(F)F)ccc1SCC(O)CO (stereo unspecified) | 7% | 13% | i | -3.9% | -4% | -0.2% | -1.9% | -1% | 15%
O=C(Nc1ccc(Br)cc1)c1ccc(N2C(=O)C3CC=CCC3C2=O)cc1 (stereo unspecified) | -5% | 17% | i | -14% | -19% | 0.4% | -1.8% | 19µM* | 2%
CCOC(=O)c1sc(NC(=O)c2cccc(S(=O)(=O)N(CC)CC)c2)cc1C | -11% | 5% | i | -2.6% | -1% | 0.5% | -0.2% | 1% | -2%
CC(=O)Nc1ccc(C(=O)N/N=C/C2CC3C=CC2C3)cc1 (stereo unspecified) | 14% | 10% | i | -2.7% | 3% | 0.1% | -0.4% | 4% | -1%
Cc1csc(NC(=O)C2CCCN2C(=O)OCC(C)C)n1 (stereo unspecified) | 4% | 0% | i | -5.1% | -1% | -0.4% | -0.8% | -2% | 14%
Carrying on:
SMILES | M17LAP inhibition | M1AAP inhibition | Yfh1-off respiration | XIAP displacement | Salmonella PhoP GFP | West Nile virus CPE | CSM14.1 death rescue | Siah-1 displacement | PMI inhibition
Clc1cccc(N2CCN(c3nnnn3-c3ccccc3)CC2)c1 | 2% | 1% | i | -2.0% | 5% | -1.1% | 0.1% | 0% | 7%
Cc1ccc(CNC(=O)Cn2cc(C(F)(F)F)ccc2=O)cc1 | 18% | -4% | i | -2.9% | 0% | 0.6% | -1.3% | -3% | -8%
CC(C)c1ccc(/C=C/C(=O)Nc2nncs2)cc1 | 5% | 1% | i | -9.8% | 3% | 0.1% | -1.3% | 1% | 3%
N#Cc1ccccc1Sc1ccccc1C(=O)OCc1nnc(-c2ccccc2)o1 | -3% | 2% | nt | -0.7% | 0% | -0.1% | 2.8% | 1% | 8%
COc1ccc(-c2nc(C#N)c(N3CCC(C(N)=O)CC3)o2)cc1 | -9% | 11% | i | 0.6% | 1% | 0.0% | 0.0% | 8% | 7%
Cc1ccc(OCC(=O)N/N=C/c2c[nH]c3ccccc23)c([N+](=O)[O-])c1 | -7% | 13% | i | -7.3% | -10% | 0.2% | -2.1% | 8% | -8%
